PolyA inhibitor: inhibitors of polyadenylation in S. cerevisiae; S. cerevisiae SKY197-pL101 polyadenylation reporter, beta-gal luminescence; efflux-impaired pdr1/pdr3 knockout yeast; score 100 = 6 SD above DMSO; calls only at 12 µM; actives 0.02% (n = 300,000); AID 1875;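 active = lowest replicate activity score at least 50, where 100 means six control SD above control mean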;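 note: yeast exposed to compound for 9 h at 30 °C; higher score means more reporter readthrough which indicates perturbed polyadenylation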
TRPC4 PAM: TRPC4 (mouse) allosteric potentiation. HEK293 TRPC4beta/mu-opioid, DAMGO EC20, Fluo-4 Ca2+ flux; active compounds read high. AID 2227. actives 0.42% (n = 310,000). B-score at 10 µM;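 active = B-score of calcium response area above 5 SD of library B-scores, with initial fluorescence ratio within 5 SD of library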;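 note: B-score of integrated fluorescence ratio over time as area under calcium response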
TRPC4 block: TRPC4 (mouse) channel inhibition. Q9QUQ5. actives 0.39% (n = 300,000). HEK293 TRPC4beta/mu-opioid, DAMGO-evoked Fluo4 calcium flux; active compounds read low. AID 2247. B-score at 10 µM;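 active = B-score over 3 SD under the library average, no early fluorescence shift, positive overall ratio signal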
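System: stable TRPC4beta/mu-opioid receptor HEK293 cells; Dosing: single-point compound dosing; Measured by: Fluo4 Ca2+ flux fluorescence; Read-out basis: per-well B score of integrated baseline-normalized Fluo4 ratio.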
KCNK9 inh: inhibitors of human KCNK9 two-pore domain potassium channel | Q9NPC2 | HEK293 KCNK9, FluxOR thallium flux fluorescence; active compounds read low | B-score at 10 µM | actives 1.2% (n = 310,000) | AID 488922;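 active = ratio B-score over 3 SD below the library mean, with starting fluorescence within 5 SD of its mean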;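 note: negative B-score means less thallium flux so channel inhibition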
Target sequence (Q9NPC2 whole entry, looked up, the tested form may be a part): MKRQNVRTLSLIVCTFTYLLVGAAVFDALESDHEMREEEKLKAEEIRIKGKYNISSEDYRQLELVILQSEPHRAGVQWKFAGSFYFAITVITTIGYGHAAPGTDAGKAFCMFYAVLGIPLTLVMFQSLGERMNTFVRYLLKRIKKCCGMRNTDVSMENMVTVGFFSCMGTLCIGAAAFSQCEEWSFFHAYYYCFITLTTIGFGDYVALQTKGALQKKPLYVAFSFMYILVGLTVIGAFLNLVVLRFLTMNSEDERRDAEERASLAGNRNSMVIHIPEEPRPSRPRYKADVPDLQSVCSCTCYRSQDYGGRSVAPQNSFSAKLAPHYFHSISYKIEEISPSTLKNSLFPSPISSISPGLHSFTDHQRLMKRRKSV
Platelet DG rel: platelet dense granule release activity. inhibition, %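 (compounds screened at 7.5 µM in platelet-rich plasma)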. human platelet-rich plasma, SFLLRN dense granule ATP release, luminescence. actives 0.22% (n = 300,000). AID 1663;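 active = mean replicate score, as percent of positive control, at or above 50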
DYRK1A inh: inhibitors of rat Dyrk1A kinase | ADP-Glo luminescence, NFATc1 peptide | AID 504441 | actives 0.43% (n = 310,000) | Q63470 | inhibition, % at 12.5 µM; in the data active = inhibition above about 50%;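 note: plate controls were vehicle with enzyme for no effect and no enzyme for full effect; many of its hits are not listed in these tables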
hERG rescue: hERG (human) protection from proarrhythmic block; actives 0.51% (n = 310,000); activation (rescue from dofetilide block), less the hit threshold, % at 10 µM; Q12809; CHO-hERG, FluxOR thallium flux, dofetilide IC70 present;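 active = activation above the mean of controls blocked by dofetilide plus 5 SD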;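 note: thallium influx through hERG after potassium depolarization seen as dye fluorescence rise; in these data hits start at about 4.7%; inactives centre near -7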
KCNQ1 act: potentiators or activators of human KCNQ1 potassium channel | actives 0.35% (n = 310,000) | CHO-K1 KCNQ1, thallium flux FluxOR fluorescence; active compounds read high | B-score at 10 µM;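 active = fluorescence ratio B-score, a plate-corrected score, at least three library SD, with initial intensity B-score within 5 SD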
Target sequence (P51787 whole entry, looked up): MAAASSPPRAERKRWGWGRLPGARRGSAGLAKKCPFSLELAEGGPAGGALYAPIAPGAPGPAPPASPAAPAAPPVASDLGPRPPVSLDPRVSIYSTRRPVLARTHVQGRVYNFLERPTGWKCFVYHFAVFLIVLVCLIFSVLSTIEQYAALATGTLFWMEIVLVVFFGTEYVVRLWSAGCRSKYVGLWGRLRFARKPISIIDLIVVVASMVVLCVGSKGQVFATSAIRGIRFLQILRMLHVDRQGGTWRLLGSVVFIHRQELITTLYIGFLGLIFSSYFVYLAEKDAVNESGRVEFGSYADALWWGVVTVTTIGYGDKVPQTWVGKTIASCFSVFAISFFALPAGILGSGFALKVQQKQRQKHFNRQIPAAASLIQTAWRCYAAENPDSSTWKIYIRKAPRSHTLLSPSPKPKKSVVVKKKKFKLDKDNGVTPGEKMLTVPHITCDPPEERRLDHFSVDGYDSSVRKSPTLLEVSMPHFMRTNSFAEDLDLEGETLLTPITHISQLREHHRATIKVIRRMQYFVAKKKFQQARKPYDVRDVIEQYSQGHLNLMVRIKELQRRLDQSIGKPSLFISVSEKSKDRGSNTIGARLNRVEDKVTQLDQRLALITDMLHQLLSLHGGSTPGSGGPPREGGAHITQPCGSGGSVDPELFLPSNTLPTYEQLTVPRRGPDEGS
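Doses: Single concentration per compound, DMSO matched to controls | Test system: KCNQ1-transfected CHO-K1 cells | Timing: 90 min dye loading and 20 min compound exposure, both at room temperature | Measured by: Kinetic FluxOR thallium fluorescence, 10-s 1-Hz baseline, 110-s post-stimulus read | Medium: Assay buffer with matched DMSO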
KCNQ1 inh: blocks the human KCNQ1 potassium channel; P51787; CHO-K1 KCNQ1, FluxOR thallium flux fluorescence; active compounds read high; B-score at 10 µM; actives 1.3% (n = 310,000); AID 2642;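 active = compounds whose thallium flux B-score, printed positive for inhibition, exceeds three library SD while starting fluorescence stays within three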;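 note: channel opened by potassium depolarization with thallium stimulus after 20 min compound exposure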
KCNK3 inh: human KCNK3 channel inhibition, primary screen | O14649 | CHO-KCNK3 thallium flux, FluxOR fluorescence; active compounds read low | B-score at 10 µM | actives 0.84% (n = 340,000) | AID 602410;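 active = B-score under library mean minus 4 SD, starting fluorescence ratio at most library mean plus 5 SD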;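 note: more negative B-score means stronger inhibition of thallium flux through KCNK3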
TRPC4 agonist: activators of mouse TRPC4 channel; Q9QUQ5; HEK293 TRPC4beta/mu-opioid, Fluo4 calcium fluorescence; active compounds read high; B-score at 10 µM; actives 0.49% (n = 310,000); AID 2237;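 active = B-score above 5 SD of library B-scores, and initial fluorescence ratio not above library mean plus 5 SD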;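 note: positive B-score marks a calcium rise read as TRPC4 activation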
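Material: TRPC4beta and mu-opioid receptor HEK293 stable cells | Incubation: 45 min room-temperature Fluo4 loading, 110 s read | Detection: Kinetic Fluo4 calcium fluorescence | Measure: Integrated baseline-normalised fluorescence ratio, converted to per-well B score | Benchmarks: Low control buffer alone, high control maximal DAMGO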
An asterisk follows results filed as active; i = inactive; / = not tested or not shown. An excerpt; count on the stated rates, not on these rows.

no.	SMILES	PolyA inhibitor	TRPC4 PAM	TRPC4 block	KCNK9 inh	Platelet DG rel	DYRK1A inh
1	Cc1ccc(/C=C/C(=O)O)cc1S(=O)(=O)N(CCO)CCO	i	i	i	i	13	-7
2	COC(=O)c1sc2ccccc2c1-n1cccc1C(=O)C(=O)Nc1ccccc1	i	i	i	i	5	8
3	Cc1cc(NC(=O)c2ccccc2C)no1	i	i	i	i	2	15
4	COc1ccc(S(=O)(=O)Nc2ccc(-c3ccc4nncn4n3)cc2)c(OC)c1	i	i	i	i	0	-1
5	CC(=O)NN1C(=O)c2ccccc2NC1c1ccco1 (configuration not stated)	i	i	i	i	1	-1
6	O=C(CCc1ccc(S(=O)(=O)NCCc2ccccc2)cc1)N1CCN(Cc2ccc3c(c2)OCO3)CC1	i	i	i	i	0	2
7	CCCc1cc(=O)oc2c3c(cc(OCC(=O)N[C@@H](C)C(=O)O)c12)OC(C)(C)CC3	/	i	i	i	-4	5
8	CN1CCN(C(=O)CCN2C(=O)/C(=C\c3ccccc3F)SC2=S)CC1	i	i	i	i	-1	-6
9	Clc1ccc2c(c1)-c1[nH]ncc1CS2	i	i	i	i	-4	9
10	Cc1ccc(-c2cc(Cc3ccccn3)c(=O)[nH]n2)cc1	i	i	i	i	12	5
11	C=CCn1c(=S)[nH]c2nc3c(cc2c1=O)CCCC3	i	i	i	i	12	2
12	O=C(c1cc2ccccc2oc1=O)N1CCN(c2ccccn2)CC1	i	i	i	i	-2	0
13	O=C(NCc1ccc2c(c1)OCO2)c1ccc(CS(=O)Cc2cccc(Cl)c2)o1 (configuration not stated)	i	i	i	i	0	0
14	O=C(COC(=O)/C=C/c1cccc(C(F)(F)F)c1)NCc1ccccc1	i	i	i	i	1	-1
15	O=C(Cc1ccccc1F)OCN1C(=O)c2ccccc2C1=O	i	i	i	i	-4	0

no.	hERG rescue	KCNQ1 act	KCNQ1 inh	KCNK3 inh	TRPC4 agonist
1	-1	i	i	i	i
2	-13	i	i	i	i
3	-10	i	i	i	i
4	-11	i	i	i	i
5	-16	i	i	i	i
6	-8	i	i	i	i
7	-4	i	i	i	i
8	-9	i	i	i	i
9	-8	i	i	i	i
10	-3	i	i	i	i
11	5.9*	9*	i	i	i
12	-4	i	i	i	i
13	-10	i	i	i	i
14	-4	i	i	i	i
15	-13	i	i	i	i

New compounds follow.
no.	SMILES	PolyA inhibitor	TRPC4 PAM	TRPC4 block	KCNK9 inh	Platelet DG rel	DYRK1A inh
16	O=C(O)c1nccnc1C(=O)NCc1csc2ccc(Cl)cc12	i	i	i	i	9	/
17	CC(=O)c1ccc(NC(=O)N[C@@H](CC(C)C)C(=O)O)cc1	i	i	i	i	-2	4
18	CCCS(=O)(=O)c1ccc(COC(=O)c2ccc(NC(C)=O)cc2)cc1	i	i	i	i	-1	-6
19	O=C(COc1ccccc1-c1ccccc1)N/N=C/c1ccncc1	i	i	i	i	4	15
20	O=C(/C=C/c1cccs1)N1CCN(c2ccc(F)cc2)CC1	i	i	i	i	10	6
21	O=C1CC(/C=C/c2ccccc2)=Nc2ccccc2N1	i	i	i	i	3	-3
22	Cn1cccc1CNCc1ccc(F)cc1	i	i	i	i	-49	11
23	Cc1ccc(OCc2cc(C(=O)N3CCCC(O)C3)no2)cn1 (configuration not stated)	i	i	i	i	5	-5
24	c1ccc2oc(C3=NNC(=NC4CC4)SC3)cc2c1	i	i	i	i	6	0
25	N#Cc1cnn(-c2cccc(Cl)c2)c1N	i	i	i	i	-5	-2
26	NC(=O)c1cc([N+](=O)[O-])ccc1NCCN1C(=O)c2ccccc2C1=O	i	i	i	i	-2	/
27	CCOC(=O)C1(Cc2cccc(OC)c2)CCCN(Cc2cc(C(C)C)n[nH]2)C1 (configuration not stated)	i	i	i	i	4	-2
28	COc1cc(/C(C)=N/NC(=O)c2nnn(-c3nonc3N)c2-c2cccs2)ccc1O	i	i	i	i	12	/
29	CCCCOc1c(Cl)cc(CNC(C)(C)CO)cc1OCC	i	i	i	i	20	-6
30	CCCn1c(N)c(N(CCOC)C(=O)c2ccc(-c3ccc(Cl)cc3)o2)c(=O)[nH]c1=O	i	i	i	i	2	-6

no.	hERG rescue	KCNQ1 act	KCNQ1 inh	KCNK3 inh	TRPC4 agonist
16	-7	i	i	i	i
17	-2	i	i	i	i
18	-17	i	i	i	i
19	-7	i	i	i	i
20	-5	i	i	i	i
21	-12	i	i	i	i
22	-8	i	i	i	i
23	-7	i	i	i	i
24	-7	i	i	i	i
25	-11	i	i	i	i
26	-7	i	i	/	i
27	-6	i	i	i	i
28	-3	i	i	i	i
29	0	i	i	i	i
30	-11	i	i	i	i

Further compounds:
no.	SMILES	PolyA inhibitor	TRPC4 PAM	TRPC4 block	KCNK9 inh	Platelet DG rel	DYRK1A inh
31	Cc1nn(-c2ccc(N3CCCCC3)nn2)c(C)c1CCC(=O)Nc1cc(F)ccc1F	i	i	i	i	6	1
32	CCCCn1nc2cc(C(=O)NC3CCCc4ccccc43)ccc2c1OCC (configuration not stated)	i	i	i	i	-2	-14
33	CCc1cc2c(=O)c(-c3nc4ccccc4n3C)c(C)oc2c(CN2CCN(CCO)CC2)c1O	i	i	i	i	1	-3
34	O=C(NCc1ccc(F)cc1)C(c1ccccc1)N(C(=O)c1csnn1)C1CC1 (configuration not stated)	i	i	i	i	7	-3
35	c1ccc(C2CCC(N3CCC(N4CCCCC4)CC3)CC2)cc1 (configuration not stated)	i	i	i	i	11	/
36	Cc1nc2ccccc2c(=O)n1NC(=O)c1cccc([N+](=O)[O-])c1	i	i	i	i	-1	0
37	CN(C)c1ccc(C2N(C)C(=O)c3ccccc3N2C)cc1 (configuration not stated)	i	i	i	i	2	12
38	O=C(NCC1COc2ccccc2O1)C1(c2ccccc2)CCCC1 (configuration not stated)	i	i	i	i	0	1
39	COCCN(C(=O)c1cccc(-n2cnnn2)c1)c1c(N)n(CC(C)C)c(=O)[nH]c1=O	i	i	i	i	9	-1
40	CC(C)(C)C1C/C(=C/c2ccccn2)C(=O)/C(=C/c2ccccn2)C1 (configuration not stated)	i	i	i	i	-3	-7
41	Cc1ccc(S(=O)(=O)NCC(=O)NCC(=O)N(C)Cc2ccc3ccccc3c2)cc1C	i	i	i	i	-4	-1
42	Cc1cc(C)cc(NC(=S)NCCc2c[nH]c3ccccc23)c1	i	i	i	i	2	-6
43	O=C(c1ccc(Cl)s1)N(Cc1nnc(-c2ccccc2Cl)o1)C1CC1	i	i	i	i	-2	1
44	O=C(Nc1ccccc1F)c1cnccn1	/	i	i	i	-1	-3
45	CC1CC(=O)Nc2ccccc2N1S(=O)(=O)c1cccs1 (configuration not stated)	i	i	i	i	8	/

no.	hERG rescue	KCNQ1 act	KCNQ1 inh	KCNK3 inh	TRPC4 agonist
31	-21	i	i	i	i
32	-6	i	i	i	i
33	-3	i	i	i	i
34	-6	i	i	i	i
35	-8	i	i	/	123*
36	-4	i	i	i	i
37	-11	i	i	i	i
38	-15	i	i	i	i
39	-10	i	i	i	i
40	-9	i	i	i	i
41	-9	i	i	i	i
42	1	i	i	i	i
43	-12	i	i	i	i
44	-8	i	i	i	i
45	-11	i	i	i	i

Additional entries.
no.	SMILES	PolyA inhibitor	TRPC4 PAM	TRPC4 block	KCNK9 inh	Platelet DG rel	DYRK1A inh
46	C/C(CC(=O)NCc1ccc(Cl)cc1)=N\NC(=O)c1ccccc1F	i	i	i	i	-1	-2
47	NC(=O)CCN1CCN(Cc2cn[nH]c2-c2cccc3ccccc23)CC1	i	i	i	i	3	-2
48	CC(=O)Nc1nnc(SCC(=O)N2CCCc3ccccc32)s1	i	i	i	i	-3	4
49	Cn1c(=O)c2ncn(CC(=O)NCCOCc3ccccc3Cl)c2n(C)c1=O	i	i	i	i	3	-1
50	CCOC(=O)c1c(C)[nH]c(C)c1S(=O)(=O)N(C)CC(=O)Nc1cccc(F)c1	i	i	i	i	4	-5
51	COc1ccccc1N/C(N)=N/c1nc(C(F)(F)F)cc(=O)[nH]1	i	i	i	i	1	-2
52	CCO[C@@H]1OC(C(=O)Nc2ccccc2)=C[C@H](c2ccccc2)[C@H]1CCCO	i	i	i	i	-8	11

no.	hERG rescue	KCNQ1 act	KCNQ1 inh	KCNK3 inh	TRPC4 agonist
46	-5	i	i	i	i
47	0	i	i	i	i
48	-15	i	i	i	i
49	-3	i	i	i	i
50	-5	i	i	i	i
51	-5	i	i	i	i
52	-11	i	i	i	i

Shown as labelled records: two of the compounds above.
#50 CCOC(=O)c1c(C)[nH]c(C)c1S(=O)(=O)N(C)CC(=O)Nc1cccc(F)c1
  PolyA inhibitor: i; TRPC4 PAM: i; TRPC4 block: i; KCNK9 inh: i; Platelet DG rel: 4; DYRK1A inh: -5; hERG rescue: -5; KCNQ1 act: i; KCNQ1 inh: i; KCNK3 inh: i; TRPC4 agonist: i

#51 COc1ccccc1N/C(N)=N/c1nc(C(F)(F)F)cc(=O)[nH]1
  PolyA inhibitor: i; TRPC4 PAM: i; TRPC4 block: i; KCNK9 inh: i; Platelet DG rel: 1; DYRK1A inh: -2; hERG rescue: -5; KCNQ1 act: i; KCNQ1 inh: i; KCNK3 inh: i; TRPC4 agonist: i

Among those listed so far, six have a thiophene ring, fused or not.
no.	SMILES	PolyA inhibitor	TRPC4 PAM	TRPC4 block	KCNK9 inh	Platelet DG rel	DYRK1A inh
2	COC(=O)c1sc2ccccc2c1-n1cccc1C(=O)C(=O)Nc1ccccc1	i	i	i	i	5	8
16	O=C(O)c1nccnc1C(=O)NCc1csc2ccc(Cl)cc12	i	i	i	i	9	/
20	O=C(/C=C/c1cccs1)N1CCN(c2ccc(F)cc2)CC1	i	i	i	i	10	6
28	COc1cc(/C(C)=N/NC(=O)c2nnn(-c3nonc3N)c2-c2cccs2)ccc1O	i	i	i	i	12	/
43	O=C(c1ccc(Cl)s1)N(Cc1nnc(-c2ccccc2Cl)o1)C1CC1	i	i	i	i	-2	1
45	CC1CC(=O)Nc2ccccc2N1S(=O)(=O)c1cccs1 (configuration not stated)	i	i	i	i	8	/

no.	hERG rescue	KCNQ1 act	KCNQ1 inh	KCNK3 inh	TRPC4 agonist
2	-13	i	i	i	i
16	-7	i	i	i	i
20	-5	i	i	i	i
28	-3	i	i	i	i
43	-12	i	i	i	i
45	-11	i	i	i	i

Screens: PubChem BioAssay, several laboratories
